Assay outcomes from PubChem BioAssay.
TGFb inhibitor = TGF-b pathway inhibition. 410,000 compounds, 1.2% hits. Potency, µM (highest dose often 46.1 µM), for inactives: top-dose activity, negative = inhibition, most hits filed as inhibitors. AID 588855. HepG2 CAGA-GFP TGF-b/SMAD3 reporter, GFP fluorescence, 18 h; TGF-beta stimulated, 500 pg/mL final; note: potency is the fitted concentration of half-maximal effect; % is set by controls: 0 for no effect and ±100 for the full control effect; nearly all actives have a fitted effect of over 65% in size
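HEPG2 CAGA-GFP, 1000 cells/well; 2 h settle, 37 C; cpd via pin tool; TGF-b 500 pg/mL final; 18 h, 37 C; GFP imaging ex488/em500-530; %Activity normalised to -TGF-b and +DMSO controls; CRC fit, curve class.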
Nrf2 ARE act = activates Nrf2 signaling. AREc32 ARE-luciferase reporter (MCF7-derived line), luminescence, 24 h. Potency, µM (series often up to 46.1 µM), inactives show at the top dose activation, hits mostly activators. 410,000 compounds, 0.31% hits; note: potency is the fitted concentration of half-maximal effect; % of control where 0% means no effect; nearly all actives have a fitted effect of over 65% in size
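Cells of the AREc32 ARE-luciferase line are plated in OPTI-MEM containing 5% FBS and left overnight at 37 deg C. Compounds are pinned in, incubation continues 24 hr, and firefly luciferase signal is then measured.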
ATXN2 expr inh = ATXN2 expression inhibition; HEK-293 ATXN2-luciferase reporter, luminescence, 24 h; Potency, µM (doses to about 57 µM), without a hit: top-dose activity change, negative = inhibition, most hits filed as inhibitors; 360,000 compounds, 0.72% hits; AID 1745845; note: potency is the fitted concentration of half-maximal effect; % is set by controls: 0 for no effect and ±100 for the full control effect; nearly all actives have a fitted effect of over 55% in size
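qHTS (up to 57 uM final) was run with 24 h compound exposure of reporter cells at 37 °C. Each well was multiplexed: SteadyGlo luminescence measured ATXN2-luciferase expression after a fluorogenic Gly-Phe-AFC viability readout (25 uM final).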
HepG2 viability = counter-screen for TGF-b inhibitors: cytotoxicity in HepG2 cells; HepG2 CAGA-GFP viability, ATP luminescence, 18 h; Potency, µM (titrated, usually from 46.1 µM), for the others: at the highest dose activity change, negative = cytotoxicity, hits mostly cytotoxic; 410,000 compounds, 0.76% hits; AID 588856; note: potency is the fitted concentration of half-maximal effect; some results filed as inactive show a strong effect at the top dose
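HepG2 CAGA-GFP cells (1000/well, DMEM with 1% FBS) received compound, then TGF-beta at 500 pg/mL final, and were incubated 18 hours at 37 degrees C. Viability was read by CellTiter-Glo luminescence. Media-only wells were set as complete cell-killing and DMSO as no toxicity.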
A549 tox = kills or reduces viability of A549 cells in Nrf2 counter-screen | A549 ARE-Fluc cells, CellTiter-Fluor viability, 18-24 h | Potency, µM (doses to about 46 µM), for inactives: at the highest dose activity change, negative = cytotoxicity, hits mostly inhibitors | 390,000 compounds, 0.16% hits; note: potency is the fitted concentration of half-maximal effect; % is set by controls: 0 for no effect and ±100 for the full control effect
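A549 ARE-Fluc cells in 5% FBS OPTI-MEM, 5000 cells/well, rested 2 h then exposed to compounds in concentration-response for 18-24 h at 37 °C. Viability by CellTiter-Fluor fluorescence (Ex 405/Em 525) after 30 min; luciferase luminescence (BugLite, 15 min, RT) read afterwards.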
MCF10A rereplic = induces DNA re-replication in MCF 10a normal breast cells; MCF 10A DNA re-replication, Hoechst nuclear intensity, 48 h; Potency, µM (titrated, usually from 46.1 µM), for the others: top-dose activity, positive = re-replication, hits mostly activators; 350,000 compounds, 2.9% hits; note: potency is the fitted concentration of half-maximal effect; % of control where 0% means no effect; nearly all actives have a fitted effect of over 50% in size
Nrf2 inh = inhibitors of Nrf2 signaling; Potency, µM (top dose mostly 46 µM), inactives show at the top dose activity change, negative = inhibition, usual class: inhibitors; AID 504444; A549 ARE-Fluc reporter, luciferase luminescence, 18-24 h; 360,000 compounds, 2.1% hits; note: potency is the fitted concentration of half-maximal effect; % is set by controls: 0 for no effect and ±100 for the full control effect; nearly all actives have a fitted effect of over 60% in size
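Reporter: ARE-Fluc in A549. Exposure: 18-24 h, 37 °C, 5% CO2, 5% FBS OPTI-MEM. Readouts: fluorescent cytotoxicity (CellTiter-Fluor), then luminescent Nrf2 signal after BugLite.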
IL1B secr inh = inhibitors of inflammasome signaling (IL-1 beta secretion) | AID 743279 | 360,000 compounds, 4.7% hits | activity change, % at 57.5 µM | THP-1 LPS/ATP IL-1B secretion, AlphaLISA, 16 h; active compounds read low; in the data active = activity change below about -50%; inconclusive = mostly about -30% to -49%; note: % is set by controls: 0 for no effect and ±100 for the full control effect
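THP-1 cells pretreated 1 hr with compounds (up to 57.5 uM final), then stimulated with LPS (250 ng/mL final) plus ATP (1.25 mM final); secreted IL-1B measured by AlphaLISA after 16 hr, decreased signal indicating inhibition.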
ATXN viability = viability counter-screen for ATXN expression inhibitors; S2 cells (HEK-293 line with an ATXN2-luciferase reporter) viability, CellTiter-Fluor protease fluorescence, 24 h; Potency, µM (titrated, usually from 56.7 µM), actives largely listed as cytotoxic; 400,000 compounds, 0.49% hits; AID 651635; note: potency is the fitted concentration of half-maximal effect; nearly all actives have a fitted effect of over 40% in size
* hit, by the source's call; i = inactive; ? = inconclusive; / = not tested or not shown; & = joins results of further samples; [ ] = dose if it differs, or a comment. Unless noted, calls come from the whole dose curve; as a rule, active = well fitted curve in the direction sought with a large enough effect; inconclusive = small, poorly fitted or top-dose-only effect, or another doubt; inactive = no such curve, though single readings can be large; an effect the other way counts as inactive or inconclusive.

SMILES	TGFb inhibitor	Nrf2 ARE act	ATXN2 expr inh	HepG2 viability	A549 tox	MCF10A rereplic	Nrf2 inh	IL1B secr inh	ATXN viability
O=C(Cn1c2ccc(F)cc2c2nc3n(c(=O)c21)CCS3)NC1CCCC1	-2%	-1.1%	-8%	-8%	-6%	-3%	-4%	-6	i
Cc1cnc(NC(=O)Cc2ccccc2F)s1	?	-0.2%	-1%	7%	-2%	-2%	11%	-14	i
COc1cc(OC)c(NC(=O)C2CCN(S(=O)(=O)c3ccc4c(c3)CC(C)N4C(C)=O)CC2)cc1Cl (stereo not given)	-3%	-0.4%	/	-54%	7%	25%	21%	-1	i
Cc1cc2nnc(SCC(=O)NCC(c3ccccc3)N(C)C)n2c2ccccc12 (stereo not given)	25%	-0.4%	2%	4%	-5%	-2%	11%	-5	i
O=C(NCC(=O)N(Cc1ccco1)C(C(=O)NC1CCCC1)c1cccnc1)c1ccco1 (stereo not given)	-12%	-0.7%	-10%	3%	-1%	1%	6%	16	i
COc1ccc(CC(N)c2csc(NC(=O)Nc3ccc(OC)cc3)n2)cc1 (stereo not given)	?	4.5%	?	-82%	/	/	/	-50*	?
CCCN(CC1CC1)C(=S)Nc1ccc(Oc2ccccc2)cc1	?	0.1%	0%	-24%	6%	?	-19%	29	i
CC(=NNC(=S)SCc1ccccc1)c1ccccn1	?	3.1%	?	-32%	-20%	?	?	-3	?
CCCCCCn1c(NCC)nc2c1c(=O)n(C)c(=O)n2C	-23%	0.9%	-16%	-3%	-17%	1%	3.7µM*	-7	i
Cc1cc(C)nc(SCCc2ccncc2)n1	-2%	-0.2%	15%	-17%	-4%	-1%	-19%	-12	i
COc1cc(C(=O)N(Cc2ccc(C)o2)C2CCS(=O)(=O)C2)cc(OC)c1OC (stereo not given)	1%	0.3%	48%[activator]	1%	-5%	0%	-5%	22	i
COc1ccc(C=NNC(=O)NN=Cc2ccc(OC)c(OC)c2)cc1OC	3%	20%	26%	-59%	15%	-5%	?	?	i
Cc1noc(C)c1C(=O)N(CC(=O)Nc1ccccc1Br)Cc1ccco1	-1%	-0.2%	0%	6%	-3%	-19%	3%	-8	?
O=C(CC1C(=O)NCCN1Cc1cccc(C(F)(F)F)c1)NCCCOc1cccnc1 (stereo not given)	1%	0.2%	0%	5%	3%	-2%	1%	6	i
CCNCC(O)COCC(O)CNCC (stereo not given)	4%	-0.2%	4%	-5%	1%	6%	7%	34	i
COc1ccccc1C(=O)Oc1ccccc1C(=O)Nc1ccccc1	-2%	-1.0%	/	-11%	-6%	0%	11%	20	i
COc1cccc(CNc2nc3cc(-c4cnn(Cc5ccccc5)c4)sc3c(=O)n2C)c1	-13%	5.1%[9.22 µM]	-26%	-4%	/	/	/	0	i
O=C(/C=C/c1cccc([N+](=O)[O-])c1)N1CCOCC1	-6%	13µM*	19%	7%	2%	4%	12%	-12	i
O=c1[nH]c2cc(Br)cnc2nc1/C=C(\O)c1ccc(F)cc1	0%	0.4%	-35%	3%	-1%	7.3µM*	?	-10	i
NC(=O)CC(NC(=O)Cc1cccc2ccccc12)c1ccc(N2CCC(Cc3ccccc3)CC2)c([N+](=O)[O-])c1 (stereo not given)	15%	0.4%	-8%	-5%	-9%	?	-9%	0	i

A different layout for 3 compounds above:
compound | TGFb inhibitor | Nrf2 ARE act | ATXN2 expr inh | HepG2 viability | A549 tox | MCF10A rereplic | Nrf2 inh | IL1B secr inh | ATXN viability
COc1ccc(C=NNC(=O)NN=Cc2ccc(OC)c(OC)c2)cc1OC | 3% | 20% | 26% | -59% | 15% | -5% | ? | ? | i
Cc1noc(C)c1C(=O)N(CC(=O)Nc1ccccc1Br)Cc1ccco1 | -1% | -0.2% | 0% | 6% | -3% | -19% | 3% | -8 | ?
O=C(CC1C(=O)NCCN1Cc1cccc(C(F)(F)F)c1)NCCCOc1cccnc1 (stereo not given) | 1% | 0.2% | 0% | 5% | 3% | -2% | 1% | 6 | i

Continued.
SMILES	TGFb inhibitor	Nrf2 ARE act	ATXN2 expr inh	HepG2 viability	A549 tox	MCF10A rereplic	Nrf2 inh	IL1B secr inh	ATXN viability
c1cc(-n2cnnn2)ccc1NC1=NCCC1	-1%	3.9%	2%	-2%	3%	-2%	1%	-7	i
CSc1nc(-c2ccccc2F)c(C#N)c(=O)n1C	4%	7.4%	-2%	-5%	1%	9%	-6%	-19	i
Cc1ccc(S(=O)(=O)N2CCN(C)CC2)c2nsnc12	14%	-0.3%	-6%	2%	-15%	-21%	-17%	-13	i
Cc1c(CCO)c(=O)n(C)n1C(=O)c1ccc(Cl)cc1	-33%	-0.3%	2%	-2%	1%	5%	19%	5	i
O=S(=O)(CCN1CCN(C(c2ccccc2)c2ccccc2)CC1)C(F)(F)F	?	?	?	-26%	-12%	?	?	-18	i
Cc1ccc(N2C(=O)c3n[nH]c(C)c3C2c2ccco2)cc1 (stereo not given)	4%	0.3%	39%[activator]	6%	-9%	-181%[0.0737 µM]	?	8	i
COc1ccc(NC(=O)N(CCN2CCCC2)Cc2cc3cc(OC)c(OC)cc3[nH]c2=O)cc1	1%	2.9%	0%	-3%	2%	?	21%	-8	i
COc1ccc(/C(C)=N/NC(=O)Cn2nc([N+](=O)[O-])cc2C)cc1	5%	0.7%	-5%	13%	-1%	-2%	4%	-8	i
CCc1ccccc1NS(=O)(=O)c1ccc(OC)c2ncccc12	?	5.1%&3.9%	?	-3%&-14%	2%&-8%	3%	-23%	28	?
COC(=O)[C@]1(C)CCC[C@@]2(C)C3CC[C@@]4(C)C[C@]3(CCC21)CC4=NO (stereo not given in full)	?	5.5%	-10%	-17%	0%	14%	-25%	18	i
O=C(Cc1ccc(Cl)cc1)Nc1ccc(S(=O)(=O)N2CCOCC2)cc1	-14%	-0.5%	-27%	2%	8%	24%	-14%	0	i
O=[N+]([O-])c1ccc(CNc2ccc(Cl)cc2)s1	?	?	-28%	-19%	-24%	-10%	-9%	?	i
COC(=O)COc1ccc2cccc(-n3cnnn3)c2c1	-6%	0.4%	-11%	-2%	1%	-4%	0%	4	i
CCCn1nnc(NC(=O)/C=C/c2ccccc2)n1	8%	1.0%	5%	13%	0%	0%	13%	-2	i
Nc1nc(SCC(=O)Nc2cccc([N+](=O)[O-])c2)n[nH]1	-13%	0.2%	-2%	-6%	-1%	-16%	-20%	21	i
O=C(CCc1nnc(-c2ccc3c(c2)OCO3)o1)NC(c1cccnc1)C(F)(F)F (stereo not given)	2%	-0.3%	8%	-2%	3%	1%	-3%	31	i
Cc1cc(C)c(NC(=O)C(=O)NCc2ccco2)c(C)c1	14%	0.8%	-2%[11.3 µM]	9%	1%	-18%	-18%	-2	i
COc1ccccc1NC(=O)CCCC(=O)OCC(=O)c1ccc(F)cc1	8%	-0.1%	5%	10%	1%	-2%	?	25	i
O=C(NCCOc1ccccc1F)C1CCC(=O)N(CC2CCCCC2)C1 (stereo not given)	-1%	-0.6%	9%	-10%	10%	2%	-5%	0	i
O=C(NC(=S)NCc1ccccc1)c1cccc(Cl)c1	1%	5.8%	0%	-4%	-1%	?	-16%	-8	i
Cc1nc(C#N)c(NCc2ccc3c(c2)OCO3)o1	-3%	0.2%	2%	1%	1%	-1%	/	1	?
Cc1ccc(S(=O)(=O)N2CCN(C(=O)COC(=O)COc3ccccc3C(C)C)CC2)c(C)c1	8%	-0.7%	0%	-42%	12%	12%	6%	3	i
CCN1C(=O)CC(Sc2ccccc2C(=O)O)C1=O (stereo not given)	6%	1.4%	12%	-16%	16%	?	?	0	i
N[C@@H](Cc1ccc(O)cc1)c1nnc([C@H](CO)NC(=O)C2CCNCC2)o1	12%	0.5%	11%	2%	0%	-4%	8%	13	i
Cc1cc(C(=O)N/N=C/c2ccc[nH]2)no1	0%	0.6%	9%	-4%	?	-5%	-24%	-8	i
CCC(Oc1ccccc1)C(=O)Nc1cccc(OCc2cc(=O)n3cccc(C)c3n2)c1 (stereo not given)	-23%	0.4%	/	-3%	-6%	/	/	/	/
COc1ccc(CN2CCc3c([nH]c4ccccc34)C2)cc1Br	?	3.4%	/	-35%	-8%	?	-11%	-19	?
COC(=O)c1ccc(NC(=O)Nc2ccc(OC)cc2)cc1	-16%	0.3%	16%	-15%	-1%	10%	13%	?	i
Brc1ccc2[nH]c3c(N4CCc5ccccc5C4)ncnc3c2c1	-15%	3.0%	?	-73%	-13%	?	9.2µM*	-20	i
O=C(Nc1ccc2ncccc2c1)c1ccccc1Cl	-3%	13%	/	-51%	16%	-2%	10%	15	i
COc1ccccc1-c1cc(C(=O)N/N=C/c2sccc2C)c2ccccc2n1	-14%	0.1%	11%	-8%	-7%	?	17%	-20	i
CCOC(=O)C1=C(CSc2nccn2C)NC(=O)NC1c1ccc(OC)cc1 (stereo not given)	0%	-0.4%	-1%	3%	15%	0%	-13%	-4	i
O=C(COc1ccccc1)OCC(=O)c1c[nH]c2ccccc12	-3%	1.8%	-13%	3%	11%	17%	4%	17	i
CCCc1c(C(=O)N/N=C(\C)c2ccc(O)cc2)nnn1-c1nonc1N	-8%	0.6%	8%	-9%	1%	?	3%	?	i
O=C(Nc1cccnc1)c1cc([N+](=O)[O-])ccc1Cl	-16%	14%	/	-1%	0%	?	1%	0	i
COc1cccc(OC)c1C1=NC(C)(C)CO1	44%[activator]	-0.4%	5%	9%	5%	1%	3%	10	i
Cc1csc2ncnc(NC3CCN(Cc4ccccc4)CC3)c12	0%	3.7%	?	-4%	-2%	11%	9.2µM*	?	i

The order is random. About 8.8% of those tested had a hit in this group.
